Source: PubChem (Broad Institute)
GSIS activator: primary screen for activators of insulin secretion dependent on glucose, INS-1E cells, GLuc reporter luminescence | INS-1E GLuc reporter insulin secretion, 2-3 h | AID 743287 | 0.61% of 370,000 active | activation, % at 16.6 µM;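 active = lowest replicate activation of at least 40%, so every replicate reaches that level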;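 note: 0% = median of neutral control wells and 100% = median of IBMX positive control wells; some compounds called inactive have numbers as strong as hits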
F508del corr: CFTR F508del correction in bronchial cells; activity (quench increase), % at 7.58 µM; CFBE cells, YFP halide quenching; stimulated with forskolin plus potentiator P3; % fluorescence drop versus neutral controls; 0.36% of 350,000 active;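 active = mean added fluorescence quench of at least 8% versus neutral control, with both replicates also reaching 8%; inconclusive = only one of the mean or replicate conditions met; inactive = mean below 8% and not both replicates reaching 8%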;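 note: cells transiently co-express mutant CFTR-F508del with the halide-sensitive YFP; corrector assay measuring rescue of mutant channel to the surface after 24 h compound exposure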
miR122 inh: blocks miR-122 activity in Huh7 sensor cells; Huh7 miR-122 Renilla luciferase sensor, 48 h; neutral wells = 0, positive control = 100; 0.3% of 340,000 active; activation (reporter increase), % at 12.5 µM;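 active = mean replicate activation score at least 90 and every replicate individually at or above 90; inconclusive = only one of the two criteria met; inactive = neither criterion met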;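 note: higher luciferase means less miR-122 activity so hits act as miR-122 inhibitors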
PAX8 reporter: inhibitors of PAX8 transcriptional activity in RMG-I cells | RMG-I TPO-luciferase reporter, SteadyGlo, 24 h | 1.2% of 360,000 active | inhibition, % at 12.6 µM | AID 652154;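 active = mean replicate inhibition at least 60% with every replicate also reaching 60%; inconclusive = only one of the two criteria is met; inactive = mean below 60% and not all replicates reaching 60%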;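 note: luciferase light reporting Pax8 driven TPO promoter activity; plate controls were median of neutral control wells for no effect and mitoxantrone controls for full effect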
DENV2 CPE: inhibitors of DENV2 cytopathic effect | AID 651640 | 1.7% of 350,000 active | DENV2-infected cells, cytopathic effect rescue, plate reader | CPE inhibition, % at 9.99 µM; in the data active = CPE inhibition above about 20%, passing the limit was not always enough; inconclusive = no clear call, values can overlap the other calls; tested in BHK-21 cells;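 note: 0% = median of neutral control wells and 100% = median of positive control wells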
FN deposit inh: fibronectin deposition inhibition. AH1F fibroblasts, Alexa488-fibronectin deposition fluorescence, overnight. 0.086% of 350,000 active. inhibition, % at 12.6 µM;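 active = mean inhibition across replicates of 30% or more, regardless of how many single replicates reach that level; inconclusive = mean under 30% yet at least half of replicates reach 30%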;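 note: positive control wells lacked labelled fibronectin entirely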
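Assay system: AH1F fibroblasts / Quantity: 10000 cells per well / Medium: DMEM plus 2% serum, read in PBS / Reagent: labelled fibronectin 24 nM / Dosing: single dose, pinned / Times: 1 h cell attachment, overnight exposure to compound and label / Signal: fluorescence, ex 485 nm, em 525 nm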
EWS-Fli inh: inhibitors of EWS/Fli oncoprotein transcriptional activity. A673 NR0B1-luciferase reporter, viability-normalised. inhibition, % at 12.6 µM. 0.67% of 350,000 active. AID 651661;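 active = mean inhibition of at least 50% after viability correction, with every replicate also passing that limit; inconclusive = mean reaches 50% but only one of two replicates passes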;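 note: firefly luciferase signal divided by Alamar Blue viability fluorescence both relative to DMSO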
The depositor's hits bear a star; ? = inconclusive; . = not tested or not shown; & = joins results of further samples; [ ] = another dose, or the depositor's remark.

SMILES | GSIS activator | F508del corr | miR122 inh | PAX8 reporter | DENV2 CPE | FN deposit inh | EWS-Fli inh
COc1ccc(NC(=O)N(C)C[C@@H]2Oc3c(NC(=O)Nc4ccc(F)cc4)cccc3C(=O)N([C@H](C)CO)C[C@H]2C)cc1 | 1 | -1.6 | -8[16.7 µM] | . | -14 | . | 0
COc1ccc(C(=O)c2[nH]c(N)c(C(=O)NCCc3c[nH]c4ccccc34)c2-c2ccccc2C(F)(F)F)cc1 | . | -1.6 | . | 35 | -5 | -5 | -1
CN(C)CC(=O)Nc1ccc2c(c1)[C@@H]1C[C@@H](CC(=O)NCCN3CCCCC3)O[C@H](CO)[C@@H]1O2 | 3 | 3.2 | 0[16.7 µM] | -18 | 18 | . | -12
CC1CN(C(=O)c2cccc(S(=O)(=O)N3CCN(c4ccc(F)cc4)CC3)c2)CC(C)O1 (centres undefined) | 7 | -0.2 | 1 | 17 | -5 | 2 | 7
CCOC(=O)N1CCN(C(=O)CCNS(=O)(=O)c2ccc3c(c2)c(=O)n(C)c(=O)n3C)CC1 | 1 | 0.9 | 0 | 18 | 5 | -1 | 20
N#C[C@@H]1[C@@H](c2ccccc2-c2ccc(F)cc2)[C@@H](CO)N1c1ncc(-c2ccccc2)s1 | -6 | -2.2 | . | -20 | -4 | 4 | 3
Cc1onc(-c2ccccc2)c1C(=O)N1CCN(C/C=C/c2ccccc2)CC1 | -41 | 2.1 | -8 | 15 | 16 | -3 | 7
C[C@@H]1CN([C@@H](C)CO)S(=O)(=O)c2ccc(-c3ccncc3)cc2O[C@@H]1CN(C)C(=O)CN(C)C | 9 | 2.9 | -12[16.7 µM] | 0 | ? | -9 | -9
CCc1ccc(OCC(=O)N2CCN(c3ccccc3F)CC2)cc1 | -36 | -2.4 | 2 | 16 | -5 | 13 | -18
COc1cccc(NC(=O)c2ccc3c(c2)OCO3)c1 | 9 | -4.4 | -5 | -24 | 2 | 3 | -21
Cc1ccc(S(=O)(=O)N[C@H]2CC[C@H](CC(=O)NCCCN(C)C)O[C@H]2CO)cc1 | -1 | 3.7 | . | . | -6 | . | .
CC(C)NC(=O)N(C)C[C@@H]1Oc2ccc(NC(=O)Cc3ccccc3)cc2CC(=O)N([C@H](C)CO)C[C@@H]1C | -2 | 1.1 | -3[16.7 µM] | -12 | -6 | 6 | 8
O=C1C=C(NNC(=O)c2ccncc2)CC(c2ccccc2)C1 (centres undefined) | -8 | -1.0 | . | 3 | -5 | 4 | -1
CCc1ccc(OCC(=O)NCCc2ccc3c(c2)OCCO3)cc1 | -7 | 1.3 | . | -18 | 12 | 2 | -5
C[C@H]1CN([C@@H](C)CO)C(=O)c2cccc(N(C)C)c2O[C@@H]1CN(C)Cc1ccc(Oc2ccccc2)cc1 | -17 | -0.7 | 21[16.7 µM] | -6 | -2 | -11 | 12
COc1ccc2c3c([nH]c2c1)[C@@H](CO)N(S(C)(=O)=O)CC31CN(C(=O)c2ccncc2)C1 | 22 | -4.7 | . | . | 4 | . | 27
CC(NC(=O)CN(c1cccc(C(F)(F)F)c1)S(=O)(=O)c1ccc(Cl)c([N+](=O)[O-])c1)c1ccccc1 (centres undefined) | -3 | -6.4 | -42 | 61* | -5 | 0 | 60*
C[C@@H]1CCCCO[C@@H](CN(C)C(=O)Nc2ccccc2)[C@@H](C)CN([C@H](C)CO)C(=O)c2cc(NS(=O)(=O)c3ccc(Cl)cc3)ccc2O1 | 16 | 3.0 | 32[16.7 µM] | -3 | -3 | -14 | 7
Cc1cc2nc(-c3cccc(Cl)c3)c(Cc3cccc(Cl)c3)n2c(C)c1Br | -20 | -0.4 | . | 30 | -7 | 4 | -14
NNC(=O)CNC(=O)c1ccccc1F | . | . | -3 | -8 | . | -2 | .
Cc1ccc(NC(=O)C2CCN(C(=O)NCc3ccccc3)CC2)cc1C | -3 | -1.6 | 2 | 1 | -1 | -7 | -1
CCN(C(=O)COC(=O)C12CC3CC(CC(NC(C)=O)(C3)C1)C2)C1CCCCC1 | 8 | -0.4 | 1 | -19 | 3 | 2 | -4
CC12CCC(c3c(C(=O)O)nn(-c4ccc(F)cc4)c31)C2(C)C (centres undefined) | . | . | 3 | 12 | . | -1 | .
COc1ccc(S(=O)(=O)N2CCCC(C(=O)N3CCOCC3)C2)cc1Cl (centres undefined) | 19 | -0.9 | . | . | -1 | -4 | .
COc1cccc(N2CCN(C(=O)CCSCc3ccccc3F)CC2)c1 | -8 | 0.6 | . | 2 | . | . | -5
Cc1cccc(N2C(=O)N3[C@@H]4c5ccccc5OC[C@@H]4[C@@H](c4ccccc4)[C@@]3(C)C2=O)c1 | -4 | 0.5 | -1 | 4 | -6 | 0 | -1
CCOC(=O)C(C)Sc1nc2c(cnn2-c2ccc(F)cc2)c(=O)[nH]1 (centres undefined) | 16 | 1.9 | 73 | 16 | ? | 0 | 19
CCC(=O)N1CCCC(C(=O)c2ccc(-c3ccccc3)cc2)C1 (centres undefined) | -30 | -1.6 | 2 | -19 | -2 | 4 | -49
O=C(Cn1nc(C(F)(F)F)cc1C1CC1)Nc1ccccc1F | -8 | . | . | 11 | . | -5 | 6
CCOC(=O)C1CCCN(C(=O)C2CCN(S(=O)(=O)c3ccc4ccccc4c3)CC2)C1 (centres undefined) | . | 0.7 | -1 | . | 0 | -2 | 1
O=C(COC(=O)Cc1ccsc1)Nc1ccc(F)cc1Cl | 16 | 2.7 | . | -9 | -7 | -4 | -9
COc1ccc(NC(=O)CSc2n[nH]c(N)n2)cc1OC | 5 | -3.0 | 5 | -14 | 2 | 1 | 6
Cc1nc(-c2ccc(Cl)cc2)sc1C1(C)CC(c2ccccc2)=NO1 (centres undefined) | 14 | 0.5 | . | -186 | -17 | -2 | -102
Cc1ccc(S(=O)(=O)N[C@@H]2CC[C@@H](CC(=O)NCc3ccc(Cl)c(Cl)c3)O[C@H]2CO)cc1 | -5 | -0.8 | . | 4 | -6 | . | 9
CCOC(=O)c1ccc(-c2c(-c3ccccc3OC)oc3ccccc23)cc1F | -2 | 0.7 | 4 | 16 | 7 | -5 | -16
CCOc1ccc(-c2nc(N)nc(C)c2-c2ccc(Cl)cc2)c(O)c1 | -21 | -2.3 | 1 | 11 | -4 | -1 | 6
CCN(CC)CCN(C(=O)c1ccc(S(=O)(=O)N(C)C2CCCCC2)cc1)c1nc2c(C)cccc2s1 | -36 | 1.9 | 0 | 21 | 0 | . | .
C[C@H]1CN([C@@H](C)CO)C(=O)c2cc(-c3ccc(C#N)cc3)cnc2O[C@H]1CN(C)C(=O)Nc1ccccc1 | -3 | -0.7 | -5[16.7 µM] | . | 6 | . | -2
Cc1cc(NC(=O)c2cc(-c3ccc4c(c3)OCO4)on2)n(-c2ccccc2)n1 | 5 | . | 10 | . | . | -2 | .
Nc1ccc(C(=O)c2ccc3c(c2)OCCO3)cc1N | 24 | -4.3 | -9 | . | -1 | . | -26
CN(C)C(=O)c1cccc(-c2ccc([C@H]3[C@@H](CO)N4CCCCN(Cc5cccnc5)C[C@@H]34)cc2)c1 | 13 | 0.2 | -3[16.7 µM] | -41 | -7 | . | 0
O=C(Nc1cc(C(F)(F)F)ccc1N1CCOCC1)C1CCCO1 (centres undefined) | 12 | 1.4 | -3 | 8 | 6 | 0 | 4
COc1cccc(CN2CC(C(=O)NCCN3CCOCC3)CCC2=O)c1 (centres undefined) | 3 | 0.7 | -6 | 6 | 7 | 4 | .
CCCC(=O)Nc1cc(=O)n(C)c(=O)n1C | 4 | 0.3 | -4 | -24 | -4 | 1 | -5
COCCn1c(SCC(=O)N2CCc3ccccc3C2)nc2ccccc2c1=O | -9 | . | 3 | 20 | 1 | 2 | -9
O=C(CSc1ccccn1)N1CCOCC1 | 15 | . | 3 | -14 | . | 4 | .
N#C/C(=C\c1cc(Cl)ccc1O)C(=O)NC1CCCCC1 | -8 | 0.8 | 4 | . | -4 | . | -17
CCC(C)NCC(O)(c1ccc(Cl)cc1)c1ccc(Cl)cc1 (centres undefined) | -27 | . | 8 | 0 | 3 | . | 10
CCNC(=O)C[C@@H]1CC[C@@H]2[C@H](COc3ccc(NC(=O)c4cscn4)cc3C(=O)N2C)O1 | 5 | -1.2 | -3[16.7 µM] | -2 | 24* | -2 | 0
CC(C)Oc1ccc(S(=O)(=O)N2CCOCC2)cc1NC(=O)C1COc2ccccc2O1 (centres undefined) | -10 | 3.7 | 9 | -4 | ? | -6 | 9
Other entries follow:
SMILES | GSIS activator | F508del corr | miR122 inh | PAX8 reporter | DENV2 CPE | FN deposit inh | EWS-Fli inh
CCS(=O)(=O)Nc1ccc2c(c1)C(=O)N(C)[C@@H]1CC[C@H](CC(=O)Nc3ccccc3)O[C@H]1CO2 | 2 | -0.2 | -5[16.7 µM] | 6 | -3 | -7 | -1
COc1ccccc1CNN | -7 | 1.0 | -9 | 21 | 3 | -4 | 8
CO[C@@H]1CN(C)C(=O)c2cc(NC(=O)C3CCCC3)ccc2OC[C@H](C)N(C)C[C@H]1C | 21 | -0.4 | 0[16.7 µM] | 8 | ? | 2 | 3
COc1ccc(C2C3=C(COC3=O)Oc3cc4c(cc32)OCO4)cc1OC (centres undefined) | . | 9.6* | . | -28 | 10 | 9 | 17
CNC[C@@H]1Oc2cc(Br)ccc2S(=O)(=O)N([C@H](C)CO)C[C@H]1C | 15&3 | 2.1&-1.3&3.2 | -5 | 8&6 | ? | -4 | -3&-9&-15
CC1CCCN(c2nc3ccccc3nc2C(C#N)S(=O)(=O)c2cccs2)C1 (centres undefined) | -16 | . | -1 | . | . | -15 | .
O=C(NCCO)c1nc(C(=O)c2ccccc2)c2ccccc2n1 | 13 | 0.7 | 0 | 15 | . | -14 | -2
CC(C)C[C@H]1CNC(=O)C(=O)N1C[C@@H]1CCCN1C[C@H](CC(C)C)N1C[C@H](Cc2ccccc2)N(CCc2ccccc2)C(=O)C1=O | 25 | 1.8 | . | 11 | -4 | -6 | -1
CCOC(=O)C1=C(C)N=C(/N=C/N(C)C)SC1c1ccccc1 (centres undefined) | -3 | -1.2 | 5 | . | 7 | . | 8
Cc1cnc(CNC(=O)CC2C(=O)NCCN2Cc2cccc(F)c2F)cn1 (centres undefined) | -11 | -3.3 | -4 | -2 | -6 | -15 | 3
O=S(=O)(Nc1ccc(S(=O)(=O)Nc2ncccn2)cc1)c1ccccc1 | -1 | 0.2 | -3 | 11 | -2 | 18 | 4
O=C(c1ccccc1-c1ccccc1)N1CCCC1 | . | . | -1 | -13 | . | 4 | .
NS(=O)(=O)c1ccc(NC(=O)Nc2cccc3ccccc23)cc1 | 12 | 2.9 | -3 | 4 | 8 | 6 | 5
COC(=O)[C@H]1[C@H]2C[C@@H]3c4[nH]c5cc(OC)ccc5c4CCN3C[C@H]2C[C@@H](OC(=O)c2cc(OC)c(OC)c(OC)c2)[C@@H]1OC | . | 0.3 | 3 | 34 | 4 | 4 | 14
Cc1cc(C)nc(NS(=O)(=O)c2ccc(NC(=O)C(C)C)cc2)n1 | . | -3.9 | -2 | -2 | -3 | 8 | 11
CCN1CCc2c(sc(NC(=O)C3COc4ccccc4O3)c2C(N)=O)C1 (centres undefined) | 8 | 1.5 | 1 | -107 | 6 | -12 | .
CCOC(=O)N1CCc2c(sc3c2c(=O)n(Cc2ccccc2)c(=O)n3Cc2ccc(C)cc2)C1 | . | 0.3 | 0 | -5 | 3 | -5 | 4

Ordered by value in F508del corr (ascending): some entries from above.
Compound	GSIS activator	F508del corr	miR122 inh	DENV2 CPE
Cc1cc(C)nc(NS(=O)(=O)c2ccc(NC(=O)C(C)C)cc2)n1	.	-3.9	-2	-3
COC(=O)[C@H]1[C@H]2C[C@@H]3c4[nH]c5cc(OC)ccc5c4CCN3C[C@H]2C[C@@H](OC(=O)c2cc(OC)c(OC)c(OC)c2)[C@@H]1OC	.	0.3	3	4
NS(=O)(=O)c1ccc(NC(=O)Nc2cccc3ccccc23)cc1	12	2.9	-3	8
